Artemis endo inh – blocks endonuclease activity of human Artemis; AID 686954; 0.78% of 30,000 active; inhibition, % at 10 µM; recombinant Artemis, quenched FAM hairpin cleavage fluorescence; Q96SD1;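 active means at 10 µM dose, at least 30% inhibition, measured as corrected fluorescence normalized to stimulator and neutral control wells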
Target sequence (Q96SD1 whole entry, looked up): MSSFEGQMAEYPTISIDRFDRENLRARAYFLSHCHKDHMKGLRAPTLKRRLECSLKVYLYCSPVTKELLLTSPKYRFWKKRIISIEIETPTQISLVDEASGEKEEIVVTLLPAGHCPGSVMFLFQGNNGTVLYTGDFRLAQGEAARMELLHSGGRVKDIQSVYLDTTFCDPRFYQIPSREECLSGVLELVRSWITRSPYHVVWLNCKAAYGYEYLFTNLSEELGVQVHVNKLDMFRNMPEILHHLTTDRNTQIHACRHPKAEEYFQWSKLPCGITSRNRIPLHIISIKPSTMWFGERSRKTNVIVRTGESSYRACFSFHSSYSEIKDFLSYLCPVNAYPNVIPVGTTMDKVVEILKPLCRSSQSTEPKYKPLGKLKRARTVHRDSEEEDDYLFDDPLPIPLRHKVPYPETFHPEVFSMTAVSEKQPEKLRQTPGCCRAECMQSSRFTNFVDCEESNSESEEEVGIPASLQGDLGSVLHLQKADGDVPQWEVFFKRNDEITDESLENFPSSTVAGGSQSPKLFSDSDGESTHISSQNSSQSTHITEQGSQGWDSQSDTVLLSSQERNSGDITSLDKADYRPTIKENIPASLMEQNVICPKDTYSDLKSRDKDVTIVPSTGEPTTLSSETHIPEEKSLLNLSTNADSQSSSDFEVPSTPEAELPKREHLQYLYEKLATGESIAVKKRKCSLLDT
The depositor's hits bear a star. A portion of the library, so the mix of outcomes need not match the whole.

molecule,Artemis endo inh
CN(c1ccc(C(=O)NCCC2=CCCCC2)cc1)S(C)(=O)=O,-9
CCCc1cc(C(=O)Cc2ccc(F)cc2)c(O)cc1O,9
Cc1ccc(OCc2nnc(SCC(=O)c3ccccc3)n2Cc2ccco2)cc1,10
CCn1cc(/C=N/N=C2\CCC3C4CCc5cc(O)ccc5C4CC[C@]23C)c(C)n1 (some centres undefined),4
COc1ccc(C(CC(=O)O)NC(=O)c2ccccc2)cc1OC (centres undefined),0
CO/N=C(\Cn1ncc(NC2CCCCC2)c(Br)c1=O)c1ccc(Cl)cc1,8
CCOC(=O)C1=C(CSc2nc(-c3ccccc3)ccc2C#N)OC(N)=C(C#N)C1c1cccnc1 (centres undefined),3
COc1ccc(NC(=O)CN2CCN(CC(=O)Nc3cc(OC)cc(OC)c3)CC2)cc1,-13
COc1ccc(/C(O)=C/C(=O)C(=O)NNC(=O)C(O)(c2ccccc2)c2ccccc2)cc1,22
Cc1cccc(CN2C(=O)CCSc3ccc(Cl)cc32)c1,11
COc1ccccc1NS(=O)(=O)c1ccc(O)cc1,-5
CCOC(=O)C1C(=O)CC(C)(O)C(C(=O)OCC)C1c1ccc2c(c1)OCO2 (centres undefined),-7
Cc1ccc(C)c(N2CCN(Cc3nnnn3C3CCCCC3)CC2)c1,-3
O=C(COC(=O)c1n[nH]c2ccccc12)Nc1ccc(S(=O)(=O)N2CCCC2)cc1,-6
OC(CN1CCCCC1)Cn1c(C(F)(F)F)nc2ccccc21 (centres undefined),-1
Cc1cccc(OCC(=O)Nc2nnn(C)n2)c1C,-13
Nc1cc(=O)[nH]c(SCC(=O)Nc2ccc(Br)cc2)n1,0
O=C1NCC(O)=C1C=NCCO,-1
COc1ccc(CN2CCCCC2C)cc1C (centres undefined),-1
S=C1N(c2ccccc2)C(c2cccc3ccccc23)N2CCCN12 (centres undefined),7
C=CCn1c(SCC(=O)c2c(N)n(CCC)c(=O)n(C)c2=O)nc2sc(CC)cc2c1=O,12
CCC(CC)C(=O)NC12CC3CC(CC(C3)C1)C2,-1
O=C1c2ccccc2-c2onc3ccc(NCc4ccco4)c1c23,-55
Cn1cnnc1SCC(=O)n1c2ccccc2c2ccccc21,-5
Cc1c(CC(C)C)nc(N)c(C#N)c1-c1ccccc1,6
CCn1c(SCC(=O)c2cc(C)n(CC3CCCO3)c2C)nc2ccccc21 (centres undefined),-1
CCn1c(COc2ccc(C)cc2)nnc1SCC(=O)C(C)(C)C,-1
O=C(CSc1ccccc1)Nc1cccnc1,1
Cc1csc(SCc2nnc(-c3ccc(Cl)cc3)o2)n1,2
O=c1[nH]c(CN2CCCCC2)nc2c1C1(CCCCC1)Cc1ccccc1-2,3
Clc1ccc(Nc2ccc(-n3ccnc3)nn2)cc1Cl,19
CCOc1cc(C)nc(NCc2ccccc2)n1,-5
CCc1nc2ccccc2n1CC(O)COc1ccc(NC(C)=O)cc1 (centres undefined),4
O=C(C/C=N/OCc1ccc(Cl)cc1)c1cnc(-c2ccccc2)s1,3
CC(CN1CCOCC1)OC(=O)c1cccc(Br)c1 (centres undefined),-6
CN(C)S(=O)(=O)N1CCC(c2ccc(F)cc2)C(COc2ccc3c(c2)OCO3)C1 (centres undefined),4
Cc1cccc2c(C(=O)O)c3c(nc12)CCCCC3,-1
Cc1nnc(NC(=O)CCCOc2ccccc2)s1,-3
CC(NC(=O)CCl)c1ccc(Cl)c(Cl)c1 (centres undefined),-8
COC(=O)NCC(C)OC(=O)Nc1cccc(Cl)c1 (centres undefined),10
O=C1C(=O)N(CCN2CCCCC2)c2ccccc21,2
CC1CN(C(=O)c2cc3cc(Cl)cc(Cl)c3oc2=O)CC(C)O1 (centres undefined),4
CN1C(=O)c2ccccc2N(C)C1c1cccs1 (centres undefined),-2
O=C(c1ccco1)c1cn[nH]c1-c1ccc(Cl)cc1O,-5
Cc1cc(C(=O)OCC(=O)N2C(C)CCCC2C)c(C)o1 (centres undefined),-3
Cc1ccc(Cn2cnc3sc4c(c3c2=O)CCC4)c(C)c1,9
Cc1c(CNCc2cccs2)c(C(=O)O)c(C)n1Cc1ccccc1,2
CCC(=O)Nc1ccc(C(=O)c2ccccc2)cc1,-2
Clc1ccc(C2=CC(c3ccco3)n3ncnc3N2)cc1 (centres undefined),-17
CCCCOc1cccc(C(=O)Nc2ccc(N3CCN(CC)CC3)cc2)c1,5

Reprinted from the part before: 5 entries, followed by the next part.
molecule,Artemis endo inh
Cc1ccc(Cn2cnc3sc4c(c3c2=O)CCC4)c(C)c1,9
Cc1c(CNCc2cccs2)c(C(=O)O)c(C)n1Cc1ccccc1,2
CCC(=O)Nc1ccc(C(=O)c2ccccc2)cc1,-2
Clc1ccc(C2=CC(c3ccco3)n3ncnc3N2)cc1 (centres undefined),-17
CCCCOc1cccc(C(=O)Nc2ccc(N3CCN(CC)CC3)cc2)c1,5
C=CCSC1=N/C(=C\c2cc(OC)c3c(c2)OCO3)C(=O)S1,1
CC1=Nc2ccccc2N=C(NC(=O)CSc2nnnn2-c2ccccc2)C1c1ccccc1 (centres undefined),10
N#Cc1ccc(-c2ccccc2)nc1SCC(=O)c1cccc(Cl)c1,3
CCN(CCCNC(=O)C1CCC(=O)N1Cc1ccc(F)cc1)c1cccc(C)c1 (centres undefined),-2
CC(C)(C)c1ccc(OCCNC(=O)c2ncn[nH]2)cc1,2
Cn1c(=O)[nH]c(=O)c2c1nc(N1CCOCC1)n2CC(O)COc1ccc2ccccc2c1 (centres undefined),8
Cc1ccc(S(=O)(=O)c2nc(C)c3c(n2)CCC3)cc1,-6
Cc1ccnc2nc(C(=O)N3CCN(c4ccc(F)cc4)CC3)nn12,0
O=C(Nc1nc2ccccc2[nH]1)C1CC(=O)N(c2ccc3c(c2)OCCO3)C1 (centres undefined),-4
COc1ccc(NC(=O)CN2CCN(CC(=O)Nc3ccccc3F)CC2)cc1OC,-1
Cc1snc2sc(C(=O)c3ccc(Br)cc3)c(N)c12,-3
O=C(Nc1ccc2c(c1)oc1ccccc12)c1cccnc1,-7
Cc1cc(C)cc(OCCCC(=O)O)c1,-6
CC(C)SC1=NC(C)(C)C=C(/C=C/c2c(Cl)cccc2Cl)N1,-5
O=C(NC1CCCC1)C1CC(=O)N(CCc2ccccc2)C1 (centres undefined),4
O=S(=O)(Nc1cccc(C(F)(F)F)c1)c1cccnc1,6
O=C(CCc1ccccc1)NC(NC(=S)Nc1ccc(Cl)cc1)C(Cl)(Cl)Cl (centres undefined),6
O=C(OCc1ccccc1F)c1ccc2c(c1)OCCO2,-10
Nc1c(C(=O)Nc2ccccc2)sc2nc3c(c(-c4ccco4)c12)CCC3,0
COc1ccc(NC(C)=O)cc1NC(=O)CSc1nc2ncccc2[nH]1,-3
Cc1csc(NC(=O)C2CCCN2C(=O)OCC(C)C)n1 (centres undefined),2
O=C(Nc1cccc(F)c1)N1CC=C(c2ccc(Cl)cc2)CC1,10
Cc1ccc(C(c2nnnn2CC2CCCO2)N2CCN(c3cccc(C)c3C)CC2)cc1 (centres undefined),15
CC(C)N(C(=O)CSc1nn2c(=O)c(C(C)(C)C)nnc2s1)c1ccccc1,-6
Nc1nc(-c2ccc(Br)s2)c(Br)s1,8
CCC(=O)N(Cc1cc2c(C)cc(C)cc2[nH]c1=O)C1CCCCC1,5
Cc1cc(NCc2ccccc2Cl)n2nnnc2n1,-2
Clc1ccc(Nc2nc(NCCN3CCOCC3)nc(N3CCOCC3)n2)cc1,-2
O=C(O)c1c(F)c(F)cc2ccccc12,-5
Oc1[nH]c2ccccc2c1OCc1ccncc1,8

Following part
| SMILES | Artemis endo inh |
| --- | --- |
| N#C/C(=C\c1cccs1)Sc1nc2ccccc2s1 | 7 |
| Cc1cccc(NC(=O)CN(C)S(=O)(=O)c2ccccc2)n1 | -1 |
| O=C(Nc1cccc2ccccc12)c1ccc(Br)o1 | 4 |
| O=C(O)CC(c1ccccc1)n1cnnn1 (centres undefined) | -5 |
| CCc1ccccc1NC(=O)CSc1nnc([C@H](CCSC)NC(=O)OC(C)(C)C)o1 | -4 |
| Cc1ccnc(NC(=O)c2ccc(NC(=O)c3ccco3)cc2)c1 | 3 |
| CCCCN1C2=C(C(=O)CC(C)(C)C2)C(c2ccccc2)C2=C1c1ccccc1C2=O (centres undefined) | 5 |
| CCN1C(=O)/C(=C2\SC(=S)N(CCCOC)C2=O)c2ccccc21 | -9 |
| COC(=O)c1[nH]c2ccccc2c1NC(=O)CN1CCN(c2cccc(Cl)c2)CC1 | 2 |
| O=C1c2ccccc2C(=O)N1CCCCSc1nnnn1-c1ccccc1 | 2 |
| O=S1(=O)CC(NCc2ccccc2)C(Nc2ccc(Cl)cc2)C1 (centres undefined) | 8 |
| c1ccc2c(CSCCc3ccncc3)cccc2c1 | 2 |
| CCCCS(=O)(=O)C(=C1Nc2ccccc2N1)S(=O)(=O)CCCC | -6 |
| O=C(CN(c1ccc(F)cc1)S(=O)(=O)c1ccccc1)NCc1ccco1 | 2 |
| Cc1ccc(OCc2nnc(SCC(=O)Nc3nccs3)n2-c2ccccc2)cc1C | -9 |
| COc1ccc(CN2C(=O)c3ccccc3C(/C=N/OCc3ccc(Cl)cc3)C2=O)cc1 (centres undefined) | 8 |
| Cc1[nH]nc2c1/C(=N\O)CC(C)(C)C2 | 0 |
| CCC(=O)Nc1nc(CC(=O)Nc2ccccc2OC)cs1 | -3 |
| CCOC(=O)c1cn[nH]c1N | 7 |
| CCOc1ccc2nc(NC(=O)c3cnc(C)cn3)sc2c1 | 6 |
| CN(CC(O)COc1ccc(OCC(O)CN(C)C2CCCCC2)cc1)C1CCCCC1 (centres undefined) | 4 |
| Cc1cccc(N2C(=O)SC(N(C)c3ccccc3)C2=O)c1 (centres undefined) | -9 |
| O=C(Nc1ccccc1)Nc1ccc2snnc2c1 | -6 |
| O=C(Nc1ccc(Br)cn1)C1CCCN1S(=O)(=O)c1ccccc1 (centres undefined) | -1 |
| O=C(N/N=C/c1ccco1)c1cc(-c2ccc3ccccc3c2)n[nH]1 | 23 |
| CC1=C(C(=O)OC(C)C)C(c2cccc(F)c2)N2C(=O)C(C)SC2=N1 (centres undefined) | 2 |
| O=C1NCCCC1C(=O)Nc1cccc(C(F)(F)F)c1 (centres undefined) | 1 |
| Cc1ccc(S(=O)(=O)NCCCCC(NC(=O)OC(C)(C)C)C(=O)O)cc1 (centres undefined) (tested in a mixture with another compound) | -6 |
| CCOc1ccc(NC(=O)CN2CCN(CC(=O)Nc3ccc(F)cc3)CC2)cc1 | 4 |
| CCOC(=O)c1nnn(-c2nonc2-n2cccc2)c1CCl | 8 |
| O=C(CCc1ccc(S(=O)(=O)N2CCOCC2)cc1)Nc1ccc(N2CCOCC2)cc1 | 1 |
| O=c1c2ccccc2n(Cc2cccc(F)c2)c(=O)n1C1CCCC1 | 3 |
| CCCCN(C(=S)Nc1ccccc1)C1CCS(=O)(=O)C1 (centres undefined) | -7 |
| Cn1c(CN2CCOCC2)nnc1SCC(N)=O | -2 |
| Cc1ccc(C)c(N(CC(=O)N(C)C)S(C)(=O)=O)c1 | 1 |
| Cc1ccc2cc(CN(C(=O)c3ccco3)c3ccccc3)c(=O)[nH]c2c1 | 6 |
| COc1ccccc1C/C(N)=N/OC(=O)c1cccc([N+](=O)[O-])c1 | -2 |
| CCOC(=O)C(C(=O)OCC)C(CC(=O)C1CC1)c1ccccc1 (centres undefined) | -5 |
| O=C(CCCC(=O)N(CC(=O)NC1CCCC1)Cc1ccc(F)cc1)Nc1ccccn1 | -5 |
| CC(=O)c1c(N2CCN(c3ccccc3)CC2)nc(=S)n(-c2ccccc2)c1C | 12 |
| Cn1c(=O)c2c(ncn2CC(=O)N2CCCc3ccccc32)n(C)c1=O | -10 |
| CCOC(=O)c1ccc(NC(=O)CCNc2c(N3CCCC3)c(=O)c2=O)cc1 | 1 |
| C=CCSc1nc2c(c(=O)[nH]c(=O)n2C)n1C(C)C | -5 |
| Cn1cnnc1SCCNS(=O)(=O)c1ccccc1 | -3 |
| Cc1ccc(C(=O)N/C(=C/C=C/c2ccccc2)C(=O)NCc2ccco2)cc1 | 19 |

Rewritten with each value named: entries from further up.
Structure: O=C(CCc1ccc(S(=O)(=O)N2CCOCC2)cc1)Nc1ccc(N2CCOCC2)cc1
  Artemis endo inh = 1

Structure: O=c1c2ccccc2n(Cc2cccc(F)c2)c(=O)n1C1CCCC1
  Artemis endo inh = 3

Structure: O=C(CCCC(=O)N(CC(=O)NC1CCCC1)Cc1ccc(F)cc1)Nc1ccccn1
  Artemis endo inh = -5

Further results follow:
| SMILES | Artemis endo inh |
| --- | --- |
| COc1ccc(-n2ccnc2SCC(=O)NCc2ccc3c(c2)OCO3)cc1 | 3 |
| Cn1nc(C(F)(F)F)c2cc(C(=O)Nc3ccc(Cl)cc3)sc21 | -7 |
| CN1CCN(/C=C2\SC(=S)NC2=O)CC1 | -2 |
| CC(C)CC(NC(=O)C1CCCN1C(=O)OC(C)(C)C)C(=O)NCC(N)=O (centres undefined) | 10 |
| COc1cccc(C2Nc3ccccc3C(=O)N2O)c1O (centres undefined) | 2 |
| OC(COCc1ccco1)CN1CCN(C(c2ccccc2)c2ccccc2)CC1 (centres undefined) | 28 |
| CSc1ccc(C#N)cc1NC(=O)c1ccc(Cl)cc1 | -4 |
| COc1ccccc1NC(=O)c1nn(C)cc1Br | -11 |
| C=CCn1c(SCC(=O)NC23CC4CC(CC(C4)C2)C3)nc(O)cc1=O | 4 |
| CC(Sc1nnc(N)s1)C(=O)Nc1ccc(N2CCOCC2)cc1 (centres undefined) | 10 |
| Cc1ccc(C2=[N+]([O-])C(C)N(O)C2(C)C)o1 (centres undefined) | -6 |

Grouped by structure: those above containing a tert-butyl group (6)
| SMILES | Artemis endo inh |
| --- | --- |
| CCn1c(COc2ccc(C)cc2)nnc1SCC(=O)C(C)(C)C | -1 |
| CC(C)(C)c1ccc(OCCNC(=O)c2ncn[nH]2)cc1 | 2 |
| CC(C)N(C(=O)CSc1nn2c(=O)c(C(C)(C)C)nnc2s1)c1ccccc1 | -6 |
| CCc1ccccc1NC(=O)CSc1nnc([C@H](CCSC)NC(=O)OC(C)(C)C)o1 | -4 |
| Cc1ccc(S(=O)(=O)NCCCCC(NC(=O)OC(C)(C)C)C(=O)O)cc1 (centres undefined) (tested in a mixture with another compound) | -6 |
| CC(C)CC(NC(=O)C1CCCN1C(=O)OC(C)(C)C)C(=O)NCC(N)=O (centres undefined) | 10 |
